# ARFGAP1 inhibitor: inhibits rat ARF GTPase activating protein 1; Arfgap1-stimulated ARF1 GTP hydrolysis, GDP FP detection; hit rate 0.26% among 360,000; inhibition, % at 16.5 µM; Q62848;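 active = inhibition above a per-plate limit, mean inhibition of low control wells plus 3 SD, cut at about 25% in these data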;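 also: 0% = DMSO wells with enzyme and 100% = wells lacking Arfgap1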
# Target sequence (Q62848 1-136 limits assumed): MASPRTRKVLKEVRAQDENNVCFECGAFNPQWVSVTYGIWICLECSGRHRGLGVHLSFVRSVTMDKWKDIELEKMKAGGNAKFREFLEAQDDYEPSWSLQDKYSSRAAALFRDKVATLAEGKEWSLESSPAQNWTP
#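 Material: rat Arfgap1 GAP domain (His6, aa 1-136), purified enzyme. Also added: human ARF1(Δ1-17)-GTP substrate. Compound dosing: 16.5 µM single point, 1.26% DMSO. Timing: enzyme reaction 120 min at 25 °C after 20 min preincubation. Signal: GDP detection by fluorescence polarization. Read-out basis: percent inhibition of GAP-stimulated GDP formation, scaled between DMSO and no-Arfgap1 medians.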
# rCAG RNA binder: r(CAG) repeat RNA binding | TO-PRO-1 dye displacement fluorescence | inhibition, % at 3 µM | hit rate 1.3% among 370,000 | AID 651821;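 active = inhibition above the plate cutoff, the mean of all test compounds on that plate plus 3 SD, cut at about 35% in these data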;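 also: 0% = DMSO alone and 100% = 100 µM mitoxantrone as full dye displacement; higher means more dye released from RNA so lower well fluorescence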
# HGIII-sPLA2 inh: Blocks human group III sPLA2 activity; hit rate 0.56% among 370,000; inhibition, % at 12.2 µM; QFRET BODIPY PC-A2 liposome hydrolysis, fluorescence;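 active = inhibition above mean plus 3 SD of compounds lying within the high and low control bounds, cut at about 19% in these data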;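 also: 0% = median of test compound wells and 100% = no enzyme DMSO wells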
# Target sequence (Q9NZ20 whole entry, looked up): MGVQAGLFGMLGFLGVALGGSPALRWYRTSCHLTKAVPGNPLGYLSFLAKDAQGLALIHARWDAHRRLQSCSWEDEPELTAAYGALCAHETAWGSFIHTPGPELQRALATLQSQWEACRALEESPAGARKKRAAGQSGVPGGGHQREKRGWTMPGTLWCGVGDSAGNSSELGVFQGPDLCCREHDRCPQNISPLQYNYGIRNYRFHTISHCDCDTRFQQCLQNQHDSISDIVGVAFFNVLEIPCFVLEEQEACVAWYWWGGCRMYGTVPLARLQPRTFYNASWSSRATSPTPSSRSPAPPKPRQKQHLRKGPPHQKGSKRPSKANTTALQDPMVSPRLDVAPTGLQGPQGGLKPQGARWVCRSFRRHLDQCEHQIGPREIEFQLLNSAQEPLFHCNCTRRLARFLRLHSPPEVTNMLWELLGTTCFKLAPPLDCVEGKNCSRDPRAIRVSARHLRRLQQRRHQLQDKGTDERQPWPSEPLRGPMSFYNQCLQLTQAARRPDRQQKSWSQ
# ADAM10 inh: inhibitors of human ADAM10 | O14672 | recombinant ADAM10, EDANS/DABCYL FRET peptide cleavage, 3 h | inhibition, % at 7 µM | hit rate 0.62% among 370,000 | AID 720582;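 active = inhibition above a per-campaign cutoff equal to the mean of compounds falling between control-based bounds plus 3 SD, cut at about 20% in these data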;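 also: 0% = DMSO wells while the 100% control is not disclosed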
# GAA850 FXN act: activators of GAA850 frataxin (FXN) promoter; activation, % at 6 µM; hit rate 0.56% among 360,000; HEK293 lucGAA850 FXN promoter luciferase reporter, 24 h; percent of 10 µM SAHA response;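 active = activation above the average of all compounds screened plus 3 SD, cutoff fixed separately per campaign, cut at about 7.5% in these data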;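 also: 0% = DMSO wells and 100% = 10 µM SAHA wells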
# ASAP1 GAP inh: blocks human ASAP1-stimulated Arf1 GTP hydrolysis; hit rate 0.19% among 360,000; GDP FP detection; AID 624377; inhibition, % at 16.5 µM; Q9ULH1; in the data active = inhibition above about 25%;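 also: 0% = vehicle with enzyme and substrate and 100% = no enzyme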
# GC-A act: GC-A (human) enzyme activation; P16066; HEK293 GC-A cells, cGMP TR-FRET, EC30 ANP; 0% at EC30 ANP, 100% saturating ANP; activation, % at 10 µM; hit rate 0.14% among 370,000; AID 1671463; in the data active = activation above about 40%
# GC-B act: GC-B (human) receptor activation. P20594. HEK293-GC-B cells, CNP EC30, cGMP TR-FRET; 0% at EC30 CNP, 100% saturating CNP. activation, % at 10 µM. hit rate 0.11% among 370,000;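 active = activation at 10 µM reaching about 35% in either raw or pattern-adjusted values, limit read from the data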
# DDE Tn6 FP inh: inhibitors of Tn6 peptide binding to human fibrin DD(E); Fibrin DD(E) TRITC-Tn6 fluorescence polarization displacement; inhibition, % at 8.3 µM; hit rate 0.21% among 370,000; AID 720509;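 active = inhibition above a per-campaign cutoff: mean of compounds within control limits plus 3 SD, cut at about 15% in these data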;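 also: 0% = median of all compound wells on the plate and 100% = blocking peptide control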
# proKLK7 act: activators of human kallikrein-7 zymogen | purified proKLK7, EDANS-DABCYL substrate fluorescence; 100% is mature enzyme control, 0% vehicle | activation, % at 7 µM | hit rate 0.9% among 370,000 | AID 652039;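 active = activation above the mean of all tested compounds plus 3 SD, computed per campaign excluding outliers beyond control limits, cut at about 13% in these data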
# Target sequence (P49862 whole entry, looked up): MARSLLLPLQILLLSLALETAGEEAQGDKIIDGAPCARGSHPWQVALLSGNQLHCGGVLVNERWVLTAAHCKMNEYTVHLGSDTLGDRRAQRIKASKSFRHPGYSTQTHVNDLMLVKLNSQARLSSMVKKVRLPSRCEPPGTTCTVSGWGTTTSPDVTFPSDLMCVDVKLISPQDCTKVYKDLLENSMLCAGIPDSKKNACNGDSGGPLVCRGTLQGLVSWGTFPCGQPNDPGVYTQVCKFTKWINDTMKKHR
# * hit, by the source's call; . = not tested or not shown.
SMILES,ARFGAP1 inhibitor,rCAG RNA binder,HGIII-sPLA2 inh,ADAM10 inh,GAA850 FXN act,ASAP1 GAP inh,GC-A act,GC-B act,DDE Tn6 FP inh,proKLK7 act
C(=Nc1ccccc1)c1ccc[nH]1,-1,2,3,-10,1.2,16,3,-2,0,0.0
COc1ccc(S(=O)(=O)N2CCCC2C(=O)Nc2ccc(O)cc2)cc1 (stereo not given),8,4,3,-5,-0.8,-7,2,2,-2,-0.8
CCOC(=O)CCCCC(=O)c1[nH]c(=O)[nH]c1CSc1nc2ccccc2[nH]1,4,-2,6,2,-1.7,7,5,-3,1,-0.7
Cc1nn(CCc2n[nH]c(=S)n2C)c(C)c1Br,-2,-3,4,1,3.0,-5,0,2,-5,0.2
N/C(=N\c1nc2ccccc2o1)NC(=O)c1cccc(Cl)c1,5,3,-1,1,0.6,-3,-4,-3,-7,-0.4
COc1ccccc1CN1CC(C(=O)NCCSc2nnnn2C)CCC1=O (stereo not given),8,-3,2,-1,-1.5,10,1,1,3,0.1
COc1cccc(CNC(=O)CSCc2cnn(-c3ccccc3)c2-n2cccc2)c1OC,3,-1,-12,8,-2.3,0,-7,-10,-1,0.6
O=C(CCCN=C1NS(=O)(=O)c2ccccc21)OCC(=O)c1ccccc1Cl,12,3,-12,-5,1.0,12,2,-6,1,0.1
C=CC(COCc1ccccc1)N(C(=O)OC(C)(C)C)S(=O)(=O)c1ccccc1Br (stereo not given),9,3,-10,5,-2.0,10,-3,0,1,-0.3
CC12CCC(C(=O)NCc3ccc(Cl)cc3)(OC1=O)C2(C)C (stereo not given),4,-4,-2,3,1.1,-4,1,2,-1,0.1
Cc1ccccc1N1CCN(C(=O)c2ccccc2NC(=O)/C=C\C(=O)O)CC1,5,3,4,-8,0.1,-3,0,1,-6,-0.1
Cc1cccc(NC(=O)c2sc(C)nc2C)c1,1,-3,2,-7,1.8,1,1,4,-6,-0.5
CCOc1ccc(NC(=O)CNC(=O)c2ccc(OC)cc2)cc1,0,-3,6,-1,-1.4,9,0,-8,6,-0.2
COc1ccc(S(=O)(=O)Nc2ccc(S(=O)(=O)NCC3CCCO3)cc2)cc1 (stereo not given),-4,4,-8,-1,0.9,10,3,-3,-7,0.1
O/N=C/c1cccn1-c1ccc(O)cc1,3,-2,-6,-2,-1.9,-4,3,4,-3,0.0
Cc1cnc(C(=O)OCc2ccc(COC(=O)c3cnc(C)cn3)cc2)cn1,-2,-5,-2,2,0.1,5,-3,3,7,-0.6
Cc1ccccc1NS(=O)(=O)c1ccc(C(=O)N2CCN(c3ccccc3O)CC2)cc1,-10,7,-15,10,-1.0,12,-2,5,-6,0.1
COC(=O)c1cc(OC)c(OC)cc1NC(=O)CSc1ccc(C)cc1,4,-2,7,3,4.2,-4,-2,-9,6,0.1
CC1CCCCN1C(=O)CSc1nc2ccccc2n1CC(=O)N1CCc2ccccc21 (stereo not given),4,-1,-2,15,-1.5,5,2,3,1,-0.5
Cc1ccc(S(=O)(=O)CCC(=O)Nc2cccc(C)c2)cc1,-8,-2,10,-2,-0.3,3,1,4,-1,-0.7
Cc1noc(C)c1S(=O)(=O)Nc1ccc(C(=O)N2CCc3ccccc3C2)cc1,-7,9,-15,0,1.0,-9,0,-3,-4,0.1
COc1cc2ccccc2cc1C(=O)Nc1ccc(C)cc1,5,15,-30,13,2.2,-3,-7,-10,-5,-4.0
O=C(CCC(=O)N1CCN(C(=O)c2ccco2)CC1)c1ccc(F)cc1,1,0,-2,-117,1.1,-12,1,5,6,0.1
Cc1cc(C)c(OCCOCCN2CCNCC2)c(C)c1,16,3,0,9,-0.5,-4,-5,-3,-10,0.0
CC(C)(C)c1ccc(S(=O)(=O)N2CCN(CC(O)CN3CCOCC3)CC2)cc1 (stereo not given),-1,-2,-4,-3,1.7,8,0,-4,-2,0.0

# Taken from above.
# For GC-A act, `COC(=O)c1cc(OC)c(OC)cc1NC(=O)CSc1ccc(C)cc1` shows -2
# For GC-A act, `Cc1noc(C)c1S(=O)(=O)Nc1ccc(C(=O)N2CCc3ccccc3C2)cc1` shows 0
# For ASAP1 GAP inh, `C=CC(COCc1ccccc1)N(C(=O)OC(C)(C)C)S(=O)(=O)c1ccccc1Br` (stereo not given) shows 10
# For rCAG RNA binder, `C(=Nc1ccccc1)c1ccc[nH]1` shows 2
# For HGIII-sPLA2 inh, `COc1ccc(S(=O)(=O)N2CCCC2C(=O)Nc2ccc(O)cc2)cc1` (stereo not given) shows 3

# (next part)
SMILES,ARFGAP1 inhibitor,rCAG RNA binder,HGIII-sPLA2 inh,ADAM10 inh,GAA850 FXN act,ASAP1 GAP inh,GC-A act,GC-B act,DDE Tn6 FP inh,proKLK7 act
COC(=O)c1ccc(OC(C)C(=O)c2ccc(C)cc2)cc1 (stereo not given),19,-6,4,2,3.3,11,0,-8,-4,-0.6
NC(=O)C1CCCNC1 (stereo not given),0,3,13,-6,0.2,-1,-6,1,0,-0.4
O=C1CCc2cc(S(=O)(=O)N3CCC(C(=O)Nc4nccs4)CC3)ccc2N1,0,4,-1,-14,-0.2,1,-7,-1,-1,-0.9
O=Cc1coc2ccc3ccccc3c2c1=O,-18,6,-6,-3,3.0,-10,0,2,1,1.3
C#CCN1C(C)=CC(=O)[C@@H](O)[C@H]1c1ccccc1Br,7,2,-3,-9,-0.2,10,0,3,-10,0.1
Cc1ccc(C)c(S(=O)(=O)N2CCCOC2CNC(=O)C(=O)NCCc2ccccc2)c1 (stereo not given),-5,-3,-14,-4,-1.3,2,-8,-3,-3,-0.5
CSc1nc(=S)n(-c2cc(C)ccc2C)c(C)c1C(C)=O,3,1,-1,-4,1.9,5,2,1,0,0.1
NS(=O)(=O)c1ccc(CNC(=O)c2cc(S(=O)(=O)N3CCOCC3)c(Cl)cc2Cl)cc1,-6,9,-5,-1,-0.7,2,-1,-3,2,0.1
CC(C)(C)C1=NN(C(=O)c2ccccc2)C(O)(C(C)(C)C)C1 (stereo not given),-4,-4,0,-3,-0.3,-1,-2,-3,2,0.9
O=C(COc1ccccc1[N+](=O)[O-])NCCC1=CCCCC1,5,-9,-2,2,4.6,0,-7,2,4,0.0
CCOC(=O)c1oc2ccccc2c1CSc1nnnn1-c1ccc(OC)cc1,-4,0,-1,15,-1.7,-1,3,4,-2,-0.7
COC(=O)[C@]12C[C@H](CC(=O)N3CCCC3)C(=O)N(Cc3ccc(Cl)cc3Cl)C1=C[C@H](COCc1ccccc1)O[C@@H]2C,.,8,-9,6,.,.,1,0,10,0.7
O=C(COc1ccc(OCc2ccccc2)cc1)NN=C1CCCC1,2,7,-2,4,-0.8,10,1,-1,-1,0.4
Nn1c(SCC(=O)Nc2ccc(S(N)(=O)=O)cc2)nnc1-c1ccco1,-1,4,1,10,1.0,-6,1,0,9,0.5
Clc1ccc(OCCCNCc2ccccc2)c2ccccc12,13,16,-12,-1,1.4,10,-17,-12,2,-0.6
Cc1ccc(S(=O)(=O)N(C)C)cc1NC(=O)c1cncc(Br)c1,5,0,0,-5,-7.5,-3,-3,4,-5,-0.1
CCCCOC(=O)/C=C/c1ccc(OC(=O)OC)c(OC(=O)OC)c1,1,1,-9,-13,10*,2,0,1,-13,-0.2
CC(=O)N1N=C(N)SC1c1ccc(Cl)c(Cl)c1 (stereo not given),-6,2,1,-4,3.0,-2,0,0,-8,-0.2
CN(CC(=O)Nc1ccccc1Br)C(=O)c1ccccc1Cc1ccccc1,8,-4,-6,-9,-2.1,9,-4,-4,-4,-0.6
O=C(CNc1ccccc1C(=O)O)c1ccccc1,4,1,3,-73,0.9,4,-1,1,4,0.0
Cc1ccc(C(=O)/C=C/c2cc(C#N)n(C)c2C)cc1,6,2,5,-19,2.7,-3,3,-6,-6,-1.8
N#Cc1ccccc1NC(=O)CSc1nccn1CCc1ccccc1,-10,-5,-5,-5,1.2,3,-2,0,4,0.4
NC(=O)COc1ccc(C(=O)/C=C2/C(=O)Nc3ccccc32)cc1,2,7,11,1,2.5,-4,21,5,6,-0.8
COCCN(C(=O)COC(=O)CCc1c[nH]c2ccccc12)c1c(N)n(Cc2ccccc2)c(=O)[nH]c1=O,6,-3,-43,-3,2.5,7,-1,0,3,0.5
Cc1cc(C)n2c(SCc3c(C)noc3C)nnc2n1,6,1,5,6,0.6,-7,3,-1,-8,0.6

# An excerpt from above in order of heavy-atom count, ascending:
SMILES,ARFGAP1 inhibitor,rCAG RNA binder,HGIII-sPLA2 inh,ADAM10 inh,GAA850 FXN act,ASAP1 GAP inh,GC-A act,GC-B act,DDE Tn6 FP inh,proKLK7 act
C#CCN1C(C)=CC(=O)[C@@H](O)[C@H]1c1ccccc1Br,7,2,-3,-9,-0.2,10,0,3,-10,0.1
Cc1cc(C)c(OCCOCCN2CCNCC2)c(C)c1,16,3,0,9,-0.5,-4,-5,-3,-10,0.0
CC1CCCCN1C(=O)CSc1nc2ccccc2n1CC(=O)N1CCc2ccccc21 (stereo not given),4,-1,-2,15,-1.5,5,2,3,1,-0.5

# Carrying on:
SMILES,ARFGAP1 inhibitor,rCAG RNA binder,HGIII-sPLA2 inh,ADAM10 inh,GAA850 FXN act,ASAP1 GAP inh,GC-A act,GC-B act,DDE Tn6 FP inh,proKLK7 act
Cc1ccc(NC(=O)CCCC2CCCCC2)c(O)c1,-19,-3,-45,9,3.7,4,5,6,-3,-0.3
CN1CCN(CCOc2ccc(Cl)c(Cl)c2)CC1,-4,-2,-4,-4,2.1,-1,6,0,-1,-0.3
C=CCSC1=C(C#N)C(c2cccc(OC)c2)CC(=O)N1 (stereo not given),13,2,-4,5,-0.4,-2,-2,10,-7,-0.4
CCNC(=S)N/N=C(\C)c1ccc2ccccc2c1OC(F)F,-5,-4,1,8,1.3,0,3,4,7,-0.7
O=C(CCN1C(=O)C2CCCCC2C1=O)Nc1cc([N+](=O)[O-])ccc1Cl (stereo not given),0,-1,-1,-6,-1.9,15,2,3,-3,-0.2
NNC(=O)CSCc1nc(-c2ccc(Cl)cc2)cs1,10,1,-6,10,-0.7,-27,3,4,-1,0.2
COc1ccc(-c2sc3ccccc3c2-c2ccc(OC)cc2F)cc1,-5,7,6,-18,.,11,-1,2,2,-3.5

# Quoted at random: six entries already listed
SMILES,ARFGAP1 inhibitor,rCAG RNA binder,HGIII-sPLA2 inh,ADAM10 inh,GAA850 FXN act,ASAP1 GAP inh,GC-A act,GC-B act,DDE Tn6 FP inh,proKLK7 act
NNC(=O)CSCc1nc(-c2ccc(Cl)cc2)cs1,10,1,-6,10,-0.7,-27,3,4,-1,0.2
C=CCSC1=C(C#N)C(c2cccc(OC)c2)CC(=O)N1 (stereo not given),13,2,-4,5,-0.4,-2,-2,10,-7,-0.4
CCNC(=S)N/N=C(\C)c1ccc2ccccc2c1OC(F)F,-5,-4,1,8,1.3,0,3,4,7,-0.7
O=C(CCN1C(=O)C2CCCCC2C1=O)Nc1cc([N+](=O)[O-])ccc1Cl (stereo not given),0,-1,-1,-6,-1.9,15,2,3,-3,-0.2
CN1CCN(CCOc2ccc(Cl)c(Cl)c2)CC1,-4,-2,-4,-4,2.1,-1,6,0,-1,-0.3
Cc1ccc(NC(=O)CCCC2CCCCC2)c(O)c1,-19,-3,-45,9,3.7,4,5,6,-3,-0.3
